Giardia kill: Small Molecules that selectively kill Giardia lamblia: qHTS | actives 0.15% (n = 340,000) | activity change, % at 7.66 µM, hits read low | Giardia lamblia trophozoite viability | AID 540267, 2011; in the data active = activity change below about -80%; inconclusive = between about -30% and that limit;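 also: parasites exposed to compound for two days anaerobically before the ATP read; % is scaled to controls: 0 for no effect and ±100 for the full control effect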
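Giardia lamblia trophozoites (100 cells/well) were incubated with compounds for 48 h at 37 deg C under anaerobic conditions. Viability was read as ATP content by one-step luminescence after 15-30 min at room temperature.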
FBPA coupling cs: qHTS Assay for Inhibitors of Fructose-1,6-bisphosphate Aldolase from Giardia Lamblia: Coupling assay counterscreen; AID 2472, 2010; coupling enzyme system counterscreen, AmpLite Red fluorescence; actives 0.67% (n = 290,000); activity change, negative = inhibition, % at 58.2 µM, hits read low; in the data active = activity change below about -30%; also: % is scaled to controls: 0 for no effect and ±100 for the full control effect
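Compounds tested against the coupling enzymes alone at 57.5 uM final; readout was AmpLite Red fluorescence (525/598 nm) after 20 min at RT.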
Menin MLL FP TR: qHTS Assay for Inhibitors Targeting the Menin-MLL Interaction in MLL Related Leukemias: Competition With Texas Red Labeled MLL-derived Mutant Peptide; O00255; Menin + Texas Red MLL mutant peptide, fluorescence polarization; Potency, µM (titrated, usually from 61.6 µM), for the others: at the top dose FP activity change, negative = inhibition, most hits filed as inhibitors; actives 0.23% (n = 270,000); AID 1768, 2009; active = well fitted inhibition curve with a large enough effect in the polarisation, with a control signal flat, not every such curve was filed as active; inconclusive = small, poorly fitted or top-dose-only effect, or effect the other way, or a change in a side signal; inactive = no such curve, though single readings can be large or run the other way; the % refers to the polarisation; also: potency is read from the fitted curve at half-maximal effect; % of control where 0% means no effect; many of its hits are not listed in these tables
a7 integrin act: qHTS for Activators of Integrin-Mediated Alleviation for Muscular Dystrophy; alpha7betagal myoblasts, beta-gal FDG fluorescence, 48 h; Potency, µM (series often up to 38.3 µM), for the others: at the top dose activation, hits mostly activators; actives 0.064% (n = 350,000);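 also: potency is read from the fitted curve at half-maximal effect; 100% = response of the positive control SU9516; nearly all actives have a fitted effect of over 60% in size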
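alpha7betagal+/- myoblasts (passage 13, 250/well) treated 48 h at 37C with compounds at 1:260 dilution of DMSO stock. Lysed, then beta-galactosidase activity read as FDG fluorescence (ex 480/em 540) after 30 min, with pre-read for autofluorescence.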
S-ASM inh: Inhibitors of Secretory Acid Sphingomyelinase (S-ASM): qHTS; Potency, µM (highest dose often 57.5 µM), without a hit: at the top dose activity change, negative = inhibition, most hits filed as inhibitors; actives 0.006% (n = 340,000); Sphingomyelin phosphodiesterase (Homo sapiens), P17405; placental ASM, HMU-PC fluorogenic substrate, 60 min; also: potency is read from the fitted curve at half-maximal effect
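Human placenta-derived ASM enzyme was preincubated with compound for 10 minutes at room temperature, then given fluorogenic substrate HMU-PC0 (9 uM final) for 60 minutes at 37 °C; a pH 10 stop preceded fluorescence reading at Ex 386/Em 447 nm.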
GALK inhibitor: qHTS Assay for Inhibitors of Human Galactokinase (GALK); P51570; Purified GALK, Kinase-Glo residual ATP luminescence; Potency, µM (titrated, usually from 57.5 µM), without a hit: at the top dose activity change, negative = inhibition, hits mostly inhibitors; actives 0.007% (n = 270,000); also: potency is read from the fitted curve at half-maximal effect; % is scaled to controls: 0 for no effect and ±100 for the full control effect
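ATP-depletion format; final 35 uM ATP, 100 uM D-galactose, 5 nM enzyme; pH 8.0 HEPES/Mg2+ buffer; 60 min RT; luminescence read 10 min after detection reagent.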
Tb PFK block: qHTS Assay to Find Inhibitors of T. brucei phosphofructokinase; ATP-dependent 6-phosphofructokinase (Trypanosoma brucei brucei), O15648; actives 0.17% (n = 330,000); Potency, µM (series often up to 57.5 µM), without a hit: at the highest dose activity, negative = inhibition, hits mostly inhibitors; T. brucei PFK, ADP-Glo luminescence;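 also: potency is read from the fitted curve at half-maximal effect; 0% = uninhibited 1x PFK enzyme wells and -100% = no-enzyme wells; nearly all actives have a fitted effect of over 60% in size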
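In TEA buffer at pH 8.0 with 5 mM MgCl2, enzyme (1.25 nM) converted F6P (0.5 mM) and ATP (0.1 mM) for 45 min at room temperature. ADP product was read by luciferase luminescence.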
PKM2 act: qHTS Assay for Activators of Human Muscle isoform 2 Pyruvate Kinase | Pyruvate kinase PKM (Homo sapiens), P14618 | purified PKM2, Kinase-Glo ATP luminescence, activation; response scale: 0% is enzyme alone, no compound | Potency, µM (titrated, usually from 57.5 µM), for the others: at the top dose activation, most hits filed as activators | actives 0.34% (n = 260,000); also: potency is read from the fitted curve at half-maximal effect; % is scaled to controls: 0 for no effect and ±100 for the full control effect; nearly all actives have a fitted effect of over 55% in size
Target sequence (P14618 whole entry, looked up, canonical isoform): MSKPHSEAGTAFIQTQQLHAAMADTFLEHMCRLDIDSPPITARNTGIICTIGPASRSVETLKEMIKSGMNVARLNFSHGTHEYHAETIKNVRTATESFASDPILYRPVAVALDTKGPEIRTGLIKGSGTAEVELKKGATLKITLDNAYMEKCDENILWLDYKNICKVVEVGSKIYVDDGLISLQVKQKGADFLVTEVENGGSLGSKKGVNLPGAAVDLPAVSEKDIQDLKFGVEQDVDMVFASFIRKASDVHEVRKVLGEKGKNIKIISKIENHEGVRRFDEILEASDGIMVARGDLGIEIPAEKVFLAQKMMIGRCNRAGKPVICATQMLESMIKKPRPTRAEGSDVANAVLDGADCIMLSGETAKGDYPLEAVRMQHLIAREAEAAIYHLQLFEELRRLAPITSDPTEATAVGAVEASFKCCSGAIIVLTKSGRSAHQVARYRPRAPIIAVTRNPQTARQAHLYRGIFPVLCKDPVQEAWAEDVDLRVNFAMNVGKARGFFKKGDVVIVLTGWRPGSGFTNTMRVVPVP
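hPK-M2, >95% pure; 0.1 mM ADP / 0.5 mM PEP final; imidazole pH7.2 buffer w/ 7 mM MgCl2, 50 mM KCl; 1 h RT; Kinase-Glo lum. Intermediate enzyme activity for dual inhibitor/activator qHTS.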
B2AR arrestin: qHTS assay of beta-arrestin-biased ligands of beta2-adrenergic receptor | Potency, µM (doses to about 46.1 µM), for the others: at the top dose activation, hits mostly activators | Beta-2 adrenergic receptor (Homo sapiens), P07550 | actives 0.02% (n = 330,000) | beta-arrestin recruitment to beta2AR, cell-based reporter;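 also: potency is read from the fitted curve at half-maximal effect; 0% = DMSO controls and full agonism = EC100 isoproterenol or metaproterenol; nearly all actives have a fitted effect of over 65% in size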
PTAP TSG101 blk: qHTS Assay for Iinhibitors of HIV-1 Budding by Blocking the Interaction of PTAP/TSG101; 340,000 tested, under 10 active; Tumor susceptibility gene 101 protein (Homo sapiens), Q99816; AID 493005, 2010; Fluorescence polarization, FITC-PTAP peptide / Tsg101 binding; Potency, µM (series often up to 115 µM), for the others: at the top dose activity change, negative = inhibition, hits mostly inhibitors; active = well fitted inhibition curve with a large enough effect in the main read-out, with a control signal flat, not every such curve was filed as active; inconclusive = small, poorly fitted or top-dose-only effect, or effect the other way, or a change in a side signal; inactive = no such curve, though single readings can be large or run the other way; also: potency is read from the fitted curve at half-maximal effect; % of control where 0% means no effect
Target sequence (Q99816 whole entry, looked up): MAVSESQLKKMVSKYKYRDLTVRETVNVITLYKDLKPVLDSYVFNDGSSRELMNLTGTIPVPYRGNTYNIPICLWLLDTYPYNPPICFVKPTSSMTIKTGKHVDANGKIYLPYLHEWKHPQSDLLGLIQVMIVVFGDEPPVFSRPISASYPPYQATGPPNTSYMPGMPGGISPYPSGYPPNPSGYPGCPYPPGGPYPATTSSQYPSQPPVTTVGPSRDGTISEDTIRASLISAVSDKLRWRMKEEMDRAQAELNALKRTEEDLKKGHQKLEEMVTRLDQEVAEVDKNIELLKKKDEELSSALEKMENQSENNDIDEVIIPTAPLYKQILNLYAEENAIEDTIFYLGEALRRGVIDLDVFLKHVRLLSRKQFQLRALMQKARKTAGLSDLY
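Compounds were pin-transferred onto Tsg101 binding domain (10 uM final) in HEPES pH 7.5 buffer, then FITC-PTAP peptide was added at 50 nM final. After 20 min at RT, polarization reported peptide displacement across a qHTS concentration series.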
BCR signal inh: qHTS Assay to Find Inhibitors of Chronic Active B-Cell Receptor Signaling. actives 0.05% (n = 340,000). ABC-DLBCL IkBa-CBG/CBR reporter, luminescence ratio, 4 h. Potency, µM (series often up to 46.1 µM), for inactives: top-dose ratio change, negative = lower green/red ratio, most hits filed as inhibitors; active = well fitted inhibition curve with a large enough effect in the signal ratio, with a control signal flat, not every such curve was filed as active; inconclusive = small, poorly fitted or top-dose-only effect, or effect the other way, or a change in a side signal; the % refers to the signal ratio;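 also: potency is read from the fitted curve at half-maximal effect; plate controls were basal doxycycline-induced cells for no effect and cells given 10 µM MG132 for full effect; MG132 reads +100%, hits lower the ratio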
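Compounds up to 46 uM were incubated four hours with TMD8 cells whose green CBG68 luciferase is fused to IkappaBalpha; red CBR luminescence normalised the signal, and concentration-effect curves were fitted to fusion, red and ratio data.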
Starred values were filed as active, the others as inactive; ? = inconclusive; . = no result given; [ ] = dose if it differs, or a comment. Unless noted, calls follow the shape of the dose curve; as a rule, active = well fitted curve in the direction sought with a large enough effect; inconclusive = small, poorly fitted or top-dose-only effect, or another doubt; inactive = no such curve, though single readings can be large; an effect the other way counts as inactive or inconclusive. These rows are one share of the data, so the mix of outcomes need not match the whole.

Below each compound – Giardia kill | FBPA coupling cs | Menin MLL FP TR | a7 integrin act | S-ASM inh | GALK inhibitor | Tb PFK block | PKM2 act | B2AR arrestin | PTAP TSG101 blk | BCR signal inh
1: C/C=C/c1ccc(OCCCCOc2ccccc2F)c(OC)c1
→ -1 | 0 | 7% | 30% | -18% | 1% | 2% | -10% | -0.2% | -1% | 20%
2: N#CCCN1CCN(C(=S)c2ccc(-c3cc(Cl)ccc3Cl)o2)CC1
→ -8 | -2 | 8% | -4% | -17% | -3% | 2% | -1% | -1.0% | -2% | ?
3: Cc1ccc(N(C(=O)CNC(=O)c2ccco2)C(C(=O)NC2CCCCC2)c2cccnc2)cc1 (stereo unspecified)
→ 7 | -2 | -11% | 3% | 4% | -2% | 1% | -7% | 0.3% | -5% | ?
4: O=C(CSc1nc(C2CC2)nc2ccccc12)N1c2ccccc2Sc2ccc(C(F)(F)F)cc21
→ -24 | -1 | -12% | -22% | ? | -1% | 10% | -2% | 0.4% | -6% | 2%
5: CCOC(=O)c1ccc(NC(=O)c2ccc[n+]([O-])c2)cc1
→ -4 | 0 | 2% | 11% | -6% | 0% | -2% | -1% | -0.5% | -4% | -1%
6: CN1C(=O)CSC1=Nc1cccc(C(=O)O)c1
→ 2 | 0 | 36%[activator] | 60% | 2% | 7% | 1% | -2%[11.5 µM] | -3.6% | -4% | -1%
7: COC(=O)CC1C(=O)NCCN1C(=S)Nc1cccc(C)c1 (stereo unspecified)
→ -20 | 9 | -4% | 15% | 5% | 0% | 6% | -5% | -2.4% | 0% | 0%
8: COc1cccc(/C=N/NC(=O)CSCC(=O)Nc2ccccc2)c1O
→ 1 | 0 | 0% | 14% | 7% | -2% | 0% | 0% | 0.1% | -14% | -23%
9: O=C(CN(CCc1ccccc1)C(=O)CNS(=O)(=O)c1ccc(F)cc1)NCc1ccco1
→ 23 | 5 | 8% | 36% | -6% | 4% | 0% | 1% | -0.9% | -3% | 3%
10: O=S(=O)(c1cccs1)N1CCC2(CC1)OCCN2S(=O)(=O)c1ccccc1
→ -20 | . | . | -9% | -1% | . | -6% | . | -0.7% | -4% | 1%
11: CC(Sc1nnc(-c2cccs2)n1C1CC1)C(=O)NCC1CCCO1 (stereo unspecified)
→ 15 | . | . | -9% | 3% | . | 3% | . | -0.2% | 1% | -2%
12: COC(=O)c1ccccc1Sc1ncnc2onc(C)c12
→ -3 | -13 | -9% | -32% | -2% | 8% | -7% | -2% | -0.2% | 0% | ?
13: COc1ccc(CCNc2nc(-c3sc(N)nc3C)cs2)cc1OC
→ -15 | -10 | 10% | -9% | -1% | -4% | -8% | 0% | -0.2% | 2% | -13%
14: CC(=O)c1cnc(SCCN2C(=O)c3ccccc3C2=O)nc1C
→ 2 | 5 | 7% | 2% | -1% | -2% | 5% | 5% | 0.2% | 0% | 4%
15: CC(C)Oc1ccccc1/C=N/Nc1ccccc1[N+](=O)[O-]
→ 5 | -1 | ? | 1% | -20% | -1% | -3% | -3% | -0.5% | 1% | ?

2 compounds from above, showing only PTAP TSG101 blk.
nr	compound	PTAP TSG101 blk
10	O=S(=O)(c1cccs1)N1CCC2(CC1)OCCN2S(=O)(=O)c1ccccc1	-4%
11	CC(Sc1nnc(-c2cccs2)n1C1CC1)C(=O)NCC1CCCO1 (stereo unspecified)	1%

Continuation.
Below each compound – Giardia kill | FBPA coupling cs | Menin MLL FP TR | a7 integrin act | S-ASM inh | GALK inhibitor | Tb PFK block | PKM2 act | B2AR arrestin | PTAP TSG101 blk | BCR signal inh
16: O=S(=O)(NC1CCCCC1)c1cccs1
→ 11 | 0 | . | -2% | 4% | 0% | -2% | . | -0.4% | -3% | 0%
17: Cc1ccc(NC(=O)C2CCN(S(=O)(=O)c3ccc4[nH]c(=O)ccc4c3)CC2)c(C)c1
→ 39[activator] | 0 | -16% | 15% | 2% | . | 0% | 3% | 0.1% | -1% | 0%
18: Cc1ccc(NC2=NC3(CCCC3)N=C(N)N2)c(C)c1
→ -7 | -1 | -1% | -14% | -2% | 0% | 7% | -3% | -1.0% | -2% | 0%
19: CC(C)(C)c1ccc(C(=O)NCC(=O)NCC(C)(C)N2CCOCC2)cc1
→ 4 | . | . | 21% | 1% | . | 2% | . | 4.6% | -3% | ?
20: COC(=O)CN1C(=O)N/C(=C/c2ccc(OC)c(C)c2OC)C1=O
→ 1 | -1 | 10% | -4% | 19% | 1% | -1% | -11% | -0.5% | 2% | ?
21: Cc1cc(NS(=O)(=O)c2ccc(NC(=O)c3ccc([N+](=O)[O-])s3)cc2)nc(C)n1
→ -4 | . | . | 3% | -4% | . | -1% | . | -0.8% | -6% | -8%
22: CC(C)CNC(=O)c1cccc(NC(=O)c2ccccc2-c2ccccc2C(=O)O)c1
→ -12 | 1 | -14% | -7% | 1% | 3% | 0% | -1% | -0.1% | -9% | 1%
23: CCN(CC)CCNC(=O)c1ccc(NC(=O)C2CC(=O)N(CCc3ccc(OC)c(OC)c3)C2)cc1 (stereo unspecified)
→ 2 | . | . | -4% | -2% | . | -5% | . | -0.8% | -1% | 2%
24: Clc1cccc(Cl)c1CSc1nnc2ccccn12
→ -26 | 0 | -7% | 9% | 5% | 2% | -2% | -12% | -0.5% | 0% | -9%
25: COc1cccc(NC(=O)C2CCN(S(=O)(=O)c3ccc4c(c3)C(C)(C)C(=O)N4C)CC2)c1
→ -25 | -1 | 3% | -2% | 0% | . | 3% | -8% | -1.1% | -3% | 13%
26: O=C(CN1CCC(Cc2ccccc2)CC1)NC(=O)NCc1ccccc1
→ -9 | 0 | -22% | -5% | -3% | -1% | 7% | -1% | 0.9% | 4% | 7%
27: COc1ccccc1N1CCN(C(=O)c2cc3c(-c4ccc(Cl)cc4)nn(C)c3s2)CC1
→ -6 | -5 | 1% | -2% | -13% | 2% | 3% | -12% | -0.8% | 1% | 6%
28: COc1ccccc1C(=O)Nc1ccccc1N1CCOCC1
→ -8 | 4 | -11% | -7% | -1% | -3% | 5% | -1% | 0.4% | -3% | -7%
29: Cc1ccc(/C=N/NC(=O)CC(=O)NCc2cccnc2)cc1
→ 4 | 2 | -11% | 22% | 3% | -1% | 0% | 5% | -0.6% | -3% | 6%
30: O=C(Nc1ccc2c(c1)OCCO2)c1cccnc1
→ -10 | -5 | -3% | 22% | 3% | 13% | -4% | -7% | 0.1% | 0% | -3%
31: CCC(=O)Nc1ccnc(-c2cccnc2)n1
→ -2 | -1 | 0% | 4% | 4% | -4% | 3% | -6% | -0.3% | 0% | 2%
32: COc1cccc(CN(CC(=O)NC2CCCC2)C(=O)c2csnn2)c1
→ -7 | -1 | -1% | -9% | -13% | 0% | -1% | 0% | -0.1% | -1% | -10%
33: Cc1cnc(NC(=O)CSc2nnc(COc3c(C)cccc3C)o2)s1
→ -14 | 4 | -5% | 9% | 0% | 0% | -1% | -2% | -0.9% | 1% | 1%
34: Cc1cc(C)c(S(=O)(=O)c2ccccc2C)c(SCC(C)C)n1
→ 10 | 3 | 3% | -36% | -5% | -1% | 0% | -2% | 0.0% | -1% | 12%
35: C=CCOC(=O)C1=C[C@@H](c2ccccc2)C[C@@H](OCc2ccc(CO)cc2)O1
→ 18 | 0 | 21% | -21% | 3% | 1% | 2% | -1% | 0.6% | -1% | -5%
36: CCOc1ccc(S(=O)(=O)Nc2ccc3c(c2)c2c(n3S(=O)(=O)c3ccc(OCC)cc3)CCCC2=O)cc1
→ . | -2 | -15% | . | . | 0% | 0% | 3% | -1.0% | . | 1%
